Nrf2 ARE act = activators of Nrf2 (ARE) signaling. AREc32 ARE-luciferase reporter (MCF7-derived line), luminescence, 24 h. Potency, µM (highest dose often 46.1 µM), inactives show top-dose activation, actives largely listed as activators. 0.31% of 410,000 active. AID 624171; further: potency means the concentration at half of the fitted maximal effect; % of control where 0% means no effect; nearly all actives have a fitted effect of over 65% in size
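For detection, Steady-Glo was added and plates sat 30 min at RT; before that, AREc32_Fluc cells grown overnight in OPTI-MEM/5% FBS had been treated with 23 nL compound for 24 hr at 37 deg C.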
S2 tox = cell viability loss in ATXN counter-screen | S2 cells (HEK-293 line with an ATXN2-luciferase reporter) viability, CellTiter-Fluor protease fluorescence, 24 h | 0.49% of 400,000 active | Potency, µM (titrated, usually from 56.7 µM), actives largely listed as cytotoxic; further: potency means the concentration at half of the fitted maximal effect; nearly all actives have a fitted effect of over 40% in size
MCF10A rereplic = DNA re-replication induction in MCF 10a cells | MCF 10A DNA re-replication, Hoechst nuclear intensity, 48 h | Potency, µM (doses to about 46.1 µM), inactives show at the top dose activity, positive = re-replication, hits mostly activators | 2.9% of 350,000 active | AID 624296; further: potency means the concentration at half of the fitted maximal effect; % of control where 0% means no effect; nearly all actives have a fitted effect of over 50% in size
HepG2 tox = HepG2 cytotoxicity, counter-screen for TGF-b inhibitors. 0.76% of 410,000 active. Potency, µM (doses to about 46.1 µM), inactives show top-dose activity change, negative = cytotoxicity, most hits filed as cytotoxic. HepG2 CAGA-GFP viability, ATP luminescence, 18 h; further: potency means the concentration at half of the fitted maximal effect; some results filed as inactive show a strong effect at the top dose
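HepG2 CAGA-GFP cells (1000/well, DMEM with 1% FBS) received compound, then TGF-beta at 500 pg/mL final, and were incubated 18 hours at 37 degrees C. Viability was read by CellTiter-Glo luminescence. Media-only wells were set as complete cell-killing and DMSO as no toxicity.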
TGFb inhibitor = blocks TGF-b signaling. HepG2 CAGA-GFP TGF-b/SMAD3 reporter, GFP fluorescence, 18 h; TGF-beta stimulated, 500 pg/mL final. Potency, µM (titrated, usually from 46.1 µM), without a hit: top-dose activity, negative = inhibition, most hits filed as inhibitors. 1.2% of 410,000 active; further: potency means the concentration at half of the fitted maximal effect; on the % scale 0 is the no-effect control and ±100 the full control effect; nearly all actives have a fitted effect of over 65% in size
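Inhibition of TGF-beta-driven CAGA-GFP reporter expression in HEPG2 cells is measured by cellular GFP fluorescence after 18 h stimulation with 500 pg/mL recombinant TGF-beta in 1% FBS medium at 37 degrees C.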
ATXN2 expr inh = ATXN2 expression inhibition | HEK-293 ATXN2-luciferase reporter, luminescence, 24 h | Potency, µM (doses to about 57 µM), inactives show at the highest dose activity change, negative = inhibition, hits mostly inhibitors | 0.72% of 360,000 active | AID 1745845; further: potency means the concentration at half of the fitted maximal effect; on the % scale 0 is the no-effect control and ±100 the full control effect; nearly all actives have a fitted effect of over 55% in size
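ATXN2-luciferase reporter cells (luciferase flanked by upstream and downstream ATXN2 gene portions) were treated 24 h at 37 °C with compounds at up to 57 uM. SteadyGlo luminescence gave expression; GF-AFC fluorescence gave viability.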
IL1B secr inh = blocks inflammasome-driven IL-1 beta release; THP-1 LPS/ATP IL-1B secretion, AlphaLISA, 16 h; active compounds read low; activity change, % at 57.5 µM; 4.7% of 360,000 active; in the data active means activity change below about -50%; inconclusive means mostly about -30% to -49%; further: on the % scale 0 is the no-effect control and ±100 the full control effect
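Secreted IL-1B measured by AlphaLISA bead assay after 16 h compound exposure of THP-1 cells; compounds (final up to 57.5 uM) added 1 h before LPS (250 ng/mL) and ATP (1.25 mM) stimulation; lower signal means less secretion.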
Nrf2 block = Nrf2 pathway inhibition | 2.1% of 360,000 active | Potency, µM (doses to about 46 µM), inactives show top-dose activity change, negative = inhibition, actives largely listed as inhibitors | A549 ARE-Fluc reporter, luciferase luminescence, 18-24 h; further: potency means the concentration at half of the fitted maximal effect; on the % scale 0 is the no-effect control and ±100 the full control effect; nearly all actives have a fitted effect of over 60% in size
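A549 ARE_Fluc cells (5000/well, 5% FBS OPTI-MEM) pre-incubated 2 h, then treated with compounds 18-24 h at 37C/5% CO2 in concentration-response. CellTiter-Fluor viability read first; BugLite luciferase luminescence after 15 min at room temperature gives Nrf2 activity.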
A549 viability = A549 cytotoxicity, counter-screen for Nrf2 inhibitors; A549 ARE-Fluc cells, CellTiter-Fluor viability, 18-24 h; Potency, µM (titrated, usually from 46 µM), without a hit: at the top dose activity change, negative = cytotoxicity, usual class: inhibitors; 0.16% of 390,000 active; further: potency means the concentration at half of the fitted maximal effect; on the % scale 0 is the no-effect control and ±100 the full control effect
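A549 ARE_Fluc cells in 5% FBS OPTI-MEM were exposed to compounds in concentration-response for 18-24 h at 37 deg C. Viability was read by CellTiter-Fluor fluorescence (Ex 405/Em 525) after 30 min, before the luciferase read.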
Numbers without * were called inactive; i = inactive; ? = inconclusive; / = no result given; & = joins results of further samples; [ ] = another dose, or the depositor's remark. Unless noted, the call rests on the fitted dose curve; in most records, active means well fitted curve in the direction sought with a large enough effect; inconclusive means small, poorly fitted or top-dose-only effect, or another doubt; inactive means no such curve, though single readings can be large; an effect the other way counts as inactive or inconclusive. No enrichment for hits. About 8.8% of those tested had a hit in this group.

smiles	Nrf2 ARE act	S2 tox	MCF10A rereplic	HepG2 tox	TGFb inhibitor	ATXN2 expr inh	IL1B secr inh	Nrf2 block	A549 viability
CCC(=O)OC1(C)C(=O)C=C2C=C(C3CC3)OC=C2C1=O (stereo not given)	2.6%	i	13%	-10%	14%	-5%	3	-1%	-6%
Cc1ccccc1C1N(c2nccs2)C(=O)C2CCCN21 (stereo not given)	0.5%	i	-1%	-1%	13%	-2%	25	11%	-1%
CSc1nnc2c3cc(C)ccc3n(Cc3ccccc3)c2n1	0.3%	?	?	2%	9%	?	25	-28%	-4%
Cc1ccc(C(=O)NC(NCc2ccccc2)C(Cl)(Cl)Cl)cc1 (stereo not given)	0.0%	i	2%	20%	?	-7%	13	0%	-7%
Cc1ccc(C2CC(c3ccccc3)=NN2C(=O)CSc2nnc(-c3ccc(Cl)cc3)o2)o1 (stereo not given)	-0.2%	i	0%	4%	4%	-7%	-6	-17%	-1%
N#C/C(C(=S)Nc1ccccc1)=C1/NN=C(N2CCOCC2)N1c1ccccc1	1.9%	i	-2%	-9%	-2%	1%	19	-6%	3%
Cc1ccc(NC(=O)N/C=C/c2ccco2)cc1	3.1%	i	?	-21%	2%	-11%	0	?	/
COc1ccc(Nc2cc(C)c3cc(NC(=O)c4cc(OC)cc(OC)c4)ccc3n2)cc1	6.7%	/	/	-30%	?	?	/	?	-20%
CCc1ccc(/C(C)=N/NC(=O)c2ccccn2)cc1	3.8%	i	?	-5%	5%	8%	0	16%	2%
CCOc1ccc(C(=O)Nc2ccc(N3CCN(C)CC3)cc2)cc1Br	-0.3%	i	?	-8%	0%	0%	-52*	/	-17%
Nc1nc(Nc2ccccc2F)sc1C(=O)c1ccccc1	-0.7%	?	?	-30%	?	-9%	-20	13%	-5%
O=C(CN1CCN(c2ccc(O)cc2)CC1)Nc1ccc2c(c1)OCCO2	0.2%	?	6%	-3%	-18%	-6%[11.3 µM]	15	10%	-2%
CC1=NN(c2ccccc2)C(=O)C1c1ccccc1 (stereo not given)	-0.2%	i	1%	3%	-3%	1%	-12	6%	10%
Cn1c(CCCOc2ccc(Cl)cc2Cl)nnc1SCC(=O)Nc1cccc(F)c1	0.4%	i	?	-37%	0%	1%	-16	21%	-9%
Cn1nc(C(=O)NCc2ccc(F)cc2)cc1C(=O)NCc1ccc(F)cc1	0.3%	i	?	-9%	?	-9%	-6	?	-11%
c1ccc(-c2nc3ccccn3c2NC2CCCC2)nc1	17%	?	23%	-2%	-3%	?	11	-28%	-2%
CN(C)CCOC(=O)C1(c2ccccc2)CCCC1	-1.1%	i	4%	-3%	-12%	5%	-1	-11%	0%
COc1ccc(-c2nc(-c3ccc(NC(=O)c4ccncc4)cc3)no2)cc1OC	0.3%	?	11%	-17%	-11%	?	-4	13µM*	0%
Cc1ccc2[nH]c3c(=O)n(CC(=O)N4CCN(c5cccc(C(F)(F)F)c5)CC4)ncc3c2c1	0.4%	i	/	1%	0%	13%	/	?	-1%
CC(=O)NCCc1ccc(S(=O)(=O)Nc2ccc(C)c(S(=O)(=O)N3CCOCC3)c2)cc1	0.3%	i	-2%	-7%	?	0%	?	-2%	14%
CCOC(=O)c1ccc(S(=O)(=O)N2CCN(CC(=O)NC(=O)NC(C)(C)C)CC2)cc1	0.3%	i	13%	-13%	2%	7%	-4	-16%	/
Cc1ccc(C(=O)OCC(=O)NC2CCCC(C)C2C)cc1S(=O)(=O)N1CCCCC1 (stereo not given)	-0.6%	i	8%	5%	3%	-9%	9	2%	-3%
O=C(NNC(=O)c1ccco1)c1ccc(NS(=O)(=O)c2cccs2)cc1	0.3%	i	-13%	6%	3%	-13%	-13	-4%	0%
CCCOc1ccc(/C=N/NC(=O)CN2CCCCC2)cc1OCC	3.4%	i	?	-9%	-19%	2%	0	-5%	14%
CC(=O)c1ccc(OCC(=O)OCC(=O)NCc2ccco2)cc1	-0.7%	i	-1%	-4%	-3%	-19%	0	17%	2%
CCOc1cc(N2CCOCC2)c(OCC)cc1NC(=O)CN1C(=O)NC2(CCc3ccccc32)C1=O (stereo not given)	0.0%	i	-2%	-19%	-3%	10%	-9	14%	-2%
Cc1nc(Nc2ccccc2)sc1C(=O)Nc1ccccc1	6.9%	i	-2%	-30%	2%	14%	-65*	2%	-2%
O=C1C(=NO)CCCc2ccccc21	0.3%	?	-6%	12%	7%	1%	3	-1%	3%
COc1ccc(C(C(=O)NCCC(C)C)N(CCCO)C(=O)c2snc(C(N)=O)c2N)cc1OC (stereo not given)	0.1%	i	1%	-11%	-10%	-11%	3	17%	2%
O=c1c2ccccc2nc(/C=C/c2c[nH]c3ccccc23)n1CCO	16%	/	?	-6%	3%	68%[activator]	-92*	?	-7%

Three compounds from above, ordered by the value under IL1B secr inh, descending.
| Compound | Nrf2 ARE act | TGFb inhibitor | IL1B secr inh |
| --- | --- | --- | --- |
| Cc1ccccc1C1N(c2nccs2)C(=O)C2CCCN21 (stereo not given) | 0.5% | 13% | 25 |
| COc1ccc(-c2nc(-c3ccc(NC(=O)c4ccncc4)cc3)no2)cc1OC | 0.3% | -11% | -4 |
| Nc1nc(Nc2ccccc2F)sc1C(=O)c1ccccc1 | -0.7% | ? | -20 |

Remaining list, next part:
smiles	Nrf2 ARE act	S2 tox	MCF10A rereplic	HepG2 tox	TGFb inhibitor	ATXN2 expr inh	IL1B secr inh	Nrf2 block	A549 viability
Cn1c(=O)c2cc(NC(=S)NC3CC3)ccc2n1Cc1ccccc1	0.4%	i	/	-10%	-2%	14%	43	/	/
COc1ccc(-c2csc(NC(=O)CN3C(=O)CCC3=O)n2)cc1OC	0.6%	i	-5%	-2%	-7%	2%	16	-1%	-2%
O=C(Cc1ccc(Br)cc1)N1CCN(c2ccccn2)CC1	0.2%	i	24%	-1%	0%	12%	9	-16%	3%
CN1C(=O)Cc2cc(S(=O)(=O)CCC(=O)Nc3ccc(Cl)c(C(F)(F)F)c3)ccc21	3.0%	i	/	-8%	?	-23%	/	3%	12%
CC(OC(=O)c1c[nH]c2ccccc12)C(=O)N1CCCC1 (stereo not given)	-0.9%	?	2%	-11%	0%	/	-6	-14%	-5%
COc1ccc(-c2cc(C(F)(F)F)nc(SCCC(=O)Nc3cccc(OC)c3)n2)cc1	0.9%	i	/	-2%	0%	-15%	/	?	-2%
COc1ccc(C(=O)CC(=O)C(=O)Nc2cc(OC)ccc2OC)cc1	0.4%	i	-25%	1%	8%	-2%	18	8%	0%
O=C(COC(=O)C1COc2ccccc2O1)Nc1ccc(Cl)cc1 (stereo not given)	0.2%	i	2%	-22%	0%	-5%	15	9%	-2%
COc1cc(S(=O)(=O)N2CCCC3(CCCCC3)C2)ccc1-n1cnnn1	0.4%	i	-4%	8%	-16%	4%	2	-18%	12%
COC(=O)C1CSC(C)(C)C(=O)N1 (stereo not given)	-0.4%	i	0.92µM*	-4%	-1%	-15%	0	13%	-1%
O=C(Nc1cccnc1)c1ccc(NS(=O)(=O)c2cccc([N+](=O)[O-])c2)cc1	-0.5%	i	4%	19%	23%	2%	75	-2%	-3%
COc1ccc(OC)c(NC(=O)COC(=O)COc2ccc(Nc3ccccc3)cc2)c1	0.3%	i	2%	-2%	-29%	-8%	-4	22%	-5%
Cc1nc(S(=O)(=O)N2CCN(C3c4ccccc4-c4ccccc43)CC2)cn1C	0.1%	i	0%	-16%	-2%	-16%	44	-9%	-3%
C=CCOc1c2ccc(C(=O)NCc3ccc(OC)cc3)cc2nn1C	0.2%	i	-15%	0%	?	6%	30	0%	-1%
O=C(Nc1ccccc1N1CCOCC1)c1cc2ccccc2o1	28%	i	-5%	-6%	-6%	2%	3	?	2%
COc1cc(C(c2c(C(=O)O)[nH]c3ccccc23)c2c(C(=O)O)[nH]c3ccccc23)ccc1OCc1ccccc1	1.9%[9.22 µM]	i	6%	1%	8%	-23%	31	1%	-4%
Cc1ccc(CCNC(=O)c2ccc3c(c2)nc2n3CCOC2)cc1	2.7%	/	/	-11%	12%	/	/	/	-4%
COc1cccc(/C=C2\NC(=O)NC2=O)c1O	-0.7%	i	-1%	2%	-3%	6%	-50*	14%	6%
CC(C)CCNC(=O)C1CCN(S(=O)(=O)c2cccc3nsnc23)CC1	-0.5%	i	/	2%	1%	7%	/	-11%	12%
O=C(CN1C(=O)c2ccccc2C1=O)Nc1ccc(Cl)cn1	0.3%	i	-1%	-27%	3%	2%	12	1%	5%
Cc1ccc(-n2c(-c3ccco3)nc3c(cnn3-c3ccccc3C)c2=O)cc1	-0.7%&-0.7%	i	13%	-5%&-16%	?	-6%&-6%	5	?	3%&-8%
CC(C)CNC(=O)c1cccc(NC(=O)C(C)Oc2ccccc2)c1 (stereo not given)	1.2%	?	-2%	-5%	10%	-30%	-29	-10%	7%
CCC(=O)N1CCC1(C)C(=O)Nc1ccc(F)cc1 (stereo not given)	-0.6%	i	/	-1%	8%	7%	-4	/	/
Cc1ccc2ccccc2c1C(O)c1ncc(-c2ccccc2)[nH]1 (stereo not given)	5.1%	i	/	-31%	-6%	9%	6	/	/
COc1ccc(C(C)=O)cc1CSc1ccc(S(=O)(=O)N2CCOCC2)cn1	2.0%	i	12%	0%	-2%	-11%	-15	-16%	0%
CCOC(=O)c1ccccc1NC(=O)COC(=O)C(CC)Oc1ccccc1 (stereo not given)	-0.2%	i	/	-1%	5%	/	3	/	/
O=C(N/N=C/c1ccncc1)c1ccc(NS(=O)(=O)c2cccs2)cc1	1.7%	i	-1%	3%	-10%	4%	-14	23%	2%

Source: PubChem
